# Rv3671c protease: Rv3671c (M. tuberculosis) protease inhibition. P9WHR9. 320,000 tested, 0.048% active. inhibition, % at 5.96 µM. AID 2606; in the data active = inhibition above about 38%;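 also: extracellular domain of Rv3671c used as enzyme; 0% = enzyme with DMSO and 100% = no enzyme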
# MazEF act: activators of E. coli MazEF toxin-antitoxin RNase; 350,000 tested, 0.32% active; FAM/BHQ RNA-DNA oligo cleavage fluorescence, 5 h; activation, % at 20 µM; P0AE70; in the data active = activation above about 50%
# Target sequence (P0AE70 whole entry, looked up): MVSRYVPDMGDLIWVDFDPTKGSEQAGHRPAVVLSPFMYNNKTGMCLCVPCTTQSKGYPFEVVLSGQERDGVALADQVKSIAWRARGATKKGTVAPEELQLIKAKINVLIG
# BoNT F protease: BoNT F light chain protease inhibition | Multiplex microsphere protease cleavage assay, flow cytometry | inhibition, % at 10 µM | 360,000 tested, 0.22% active | AID 588497; in the data active = inhibition above about 35%, passing the limit was not always enough; also: plate controls were buffer without enzyme for full effect and enzyme alone for no effect
# UGM FP inh: Mtb UDP-galactopyranose mutase inhibition; inhibition, % at 10 µM; P9WIQ1; purified UGM, fluorescence polarization probe displacement; AID 504406; 320,000 tested, 0.06% active; in the data active = inhibition above about 10%, passing the limit was not always enough
# Target sequence (P9WIQ1 whole entry, looked up): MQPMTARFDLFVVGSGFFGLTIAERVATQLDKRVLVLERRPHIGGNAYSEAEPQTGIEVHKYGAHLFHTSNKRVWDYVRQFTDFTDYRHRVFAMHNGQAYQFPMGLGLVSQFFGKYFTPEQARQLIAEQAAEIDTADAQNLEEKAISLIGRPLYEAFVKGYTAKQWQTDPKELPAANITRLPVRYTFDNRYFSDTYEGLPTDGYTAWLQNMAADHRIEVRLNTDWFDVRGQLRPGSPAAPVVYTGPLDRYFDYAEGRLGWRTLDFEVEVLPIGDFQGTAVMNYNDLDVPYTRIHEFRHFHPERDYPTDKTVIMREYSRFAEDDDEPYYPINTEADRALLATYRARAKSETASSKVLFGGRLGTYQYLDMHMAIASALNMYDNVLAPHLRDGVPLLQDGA
# DUSP3 inh: inhibitors of human VHR1 phosphatase (DUSP3); recombinant VHR phosphatase, pNPP absorbance; 290,000 tested, 0.52% active; inhibition, % at 13.3 µM; P51452; AID 1654; in the data active = inhibition above about 50%; also: some compounds called inactive have numbers as strong as hits
# Target sequence (P51452 whole entry, looked up): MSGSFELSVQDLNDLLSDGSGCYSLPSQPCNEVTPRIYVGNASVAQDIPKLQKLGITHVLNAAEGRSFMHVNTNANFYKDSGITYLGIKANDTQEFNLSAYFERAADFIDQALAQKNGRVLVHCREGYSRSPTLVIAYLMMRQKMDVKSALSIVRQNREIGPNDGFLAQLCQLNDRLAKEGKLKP
# FBA Mtb inh: inhibits M. tuberculosis FBA enzyme; inhibition, % at 1 µM; purified M. tuberculosis FBA, fluorescence read-out; P9WQA3; 360,000 tested, 2.3% active; in the data active = inhibition above about 27%;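 also: 0% = vehicle and 100% = reference inhibitor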
# Target sequence (P9WQA3 whole entry, looked up): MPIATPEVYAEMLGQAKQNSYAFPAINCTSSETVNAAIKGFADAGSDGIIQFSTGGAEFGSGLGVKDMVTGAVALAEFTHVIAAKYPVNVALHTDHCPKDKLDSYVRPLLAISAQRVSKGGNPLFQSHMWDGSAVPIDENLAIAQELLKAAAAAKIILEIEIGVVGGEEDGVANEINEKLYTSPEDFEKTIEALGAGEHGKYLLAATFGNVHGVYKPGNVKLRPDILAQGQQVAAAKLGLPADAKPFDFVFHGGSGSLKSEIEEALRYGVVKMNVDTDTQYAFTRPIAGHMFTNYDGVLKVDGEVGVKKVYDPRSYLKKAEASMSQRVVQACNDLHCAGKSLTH
# GDH-TPI inh: counter-screen for M. tuberculosis FBA inhibitors: GDH-TPI coupled enzymes | GDH-TPI coupled enzyme counterscreen, NADH absorbance | inhibition, % at 4.8 µM | 360,000 tested, 1.2% active;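 also: 0% = DMSO wells and 100% = wells lacking the enzyme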
# BioA inh: blocks M. tuberculosis BioA enzyme activity | 360,000 tested, 0.096% active | AID 602481 | inhibition, % at 9.99 µM | purified M. tuberculosis BioA enzyme, plate reader; in the data active = inhibition above about 40%
# FadD28 binding: blocks FadD28 binding to the bisubstrate probe; inhibition, % at 12.5 µM; AID 588549; fluorescence polarization; 360,000 tested, 0.22% active; in the data active = inhibition above about 8.5%, passing the limit was not always enough
# CCHFV vOTU inh: CCHFV vOTU protease inhibition; Pep-AMC fluorescence; inhibition, % at 11.5 µM; 370,000 tested, 0.55% active; also: 0% = vehicle wells with enzyme and 100% = no enzyme wells
# Starred values were filed as active, the others as inactive; nt = not tested or not shown; + = active, no number. Rule as the data show it, unless noted: active = inhibition above about 30%; inactive = the rest.
SMILES,Rv3671c protease,MazEF act,BoNT F protease,UGM FP inh,DUSP3 inh,FBA Mtb inh,GDH-TPI inh,BioA inh,FadD28 binding,CCHFV vOTU inh
COc1ccc(NC(=O)CSc2nnc(Cc3cccn3C)n2-c2ccc(F)cc2)cc1OC,4,5,-1,-2.0,7,1,1,1.3,0.9,-4
O=C(O)CSC(=S)N1CCCCC1,15,2,-4,-1.3,5,0,4,nt,-0.3,9
O=C(CC1C(=O)NCCN1Cc1c(F)cccc1Cl)NCCCN1CCCC1=O (stereo not drawn),0,-1,1,-1.7,14,3,-12,0.1,-2.3,-2
CC1=C(C(=O)OC2CCCCCCC2)C(c2cc3c(cc2Br)OCO3)CC(=O)N1 (stereo not drawn),-2,-5,6,-1.3,-4,-5,3,0.1,-2.9,-2
Cc1cc(C)cc(OCC(=O)OCC(=O)NC2CCCCCCC2)c1,2,7,1,0.0,nt,-1,0,0.7,-4.8,24
O=C(O)/C=C\C(=O)Nc1ccccc1N1CCN(c2ccccc2)CC1,2,-3,-27,3.4,4,1,-5,0.3,-3.7,2
CCc1ccc(/C=N/n2c(C)cc(C)c(C#N)c2=O)cc1,-4,4,-5,1.7,-4,3,24,-2.9,-1.5,12
COCc1ccc(CN2CCCC(C(=O)Nc3ccc(-c4cccc(OC)c4)cc3)C2)o1 (stereo not drawn),-10,-6,-1,1.6,6,-1,11,-0.9,-2.5,6
Cc1ccccc1-c1nnc2c3ccccc3c(C)nn12,2,12,0,1.9,4,1,-4,nt,-4.5,12
Cn1cnc([N+](=O)[O-])c1Sc1nnc(-c2cccnc2)n1C,nt,7,7,2.6,40,-1,0,-0.2,0.2,-6
CCc1ccc(N(C(=O)c2snc(C(N)=O)c2N)C(C(=O)NCC2CCCO2)c2cccs2)cc1 (stereo not drawn),-3,18,1,2.9,14,3,8,nt,-2.3,-11
O=C(Cc1ccccc1)Nc1ccc(N2CCOCC2)cc1N1CCOCC1,1,-3,7,1.4,6,-3,8,1.0,-1.0,0
COc1ccc(/C=N/Nc2ncc(-c3ccccc3)cn2)c(OC)c1,6,31,-3,0.0,18,-3,26,-0.1,2.2,14
Cc1cccc(NS(=O)(=O)c2nnc(NC(=O)C3CCCCC3)s2)c1,-9,-1,-2,5.9,6,-2,-2,0.0,-3.2,5
C=CCNS(=O)(=O)c1nc(C)c(Cl)c(C)c1C#N,9,-2,-7,2.4,-19,0,4,0.8,-0.1,-2
O=[N+]([O-])c1ccc(/C=N/Nc2nc(N3CCCC3)nc(N3CCCC3)n2)o1,6,-2,-17,-0.2,15,2,19,4.3,-1.1,-4
Cc1cc(C)n2c3c(c(C#N)c2n1)CCCC3,-2,-5,-31,1.3,-5,0,-1,-1.0,1.1,19
O=C(C1CC(=O)N(c2ccc(Cl)cc2)C1)N1CCOCC1 (stereo not drawn),-1,7,7,0.9,26,1,-1,-1.0,-2.6,-5
O=C(c1ccccc1)c1cc([N+](=O)[O-])ccc1N1CCOCC1,-10,-1,-8,2.1,18,-6,15,-0.6,-0.7,3
COc1cccc(-c2nc(-c3ccc(NC(=O)c4cccnc4)cc3)no2)c1,-13,14,5,-1.3,14,0,-10,nt,-0.4,-3
CC1Oc2ccccc2N(CC(=O)Nc2ccc(F)cc2)C1=O (stereo not drawn),-3,-24,1,-1.6,-28,0,9,-2.3,-1.5,-7
CC(=O)c1nn(-c2cccc(Br)c2)cc1C(=O)c1ccc2ccccc2c1,-10,-9,5,-0.1,11,3,12,0.1,0.6,-7
C=CCn1c(=O)c2ccccc2n2c(SCC(=O)Nc3cc(C)on3)nnc12,2,15,-5,-0.2,6,-9,1,0.1,-2.2,8
O=C(Nc1ccccc1Br)c1ccccc1-c1ccccc1,2,-2,-17,-1.3,-8,-1,0,nt,-2.3,8
CSc1ccc(/C=N/Nc2nc(C)cc(C)n2)cc1,8,5,2,0.8,7,-6,33*,1.3,-2.0,16
Cn1cnc(S(=O)(=O)N2CCCCC2c2cc(C(=O)Nc3ccccc3Cl)no2)c1 (stereo not drawn),nt,nt,6,nt,nt,1,7,-0.9,-0.1,-7
COc1cccc(-n2nnnc2SCC(=O)NCc2ccc3c(c2)OCO3)c1,-9,4,-6,-4.0,12,0,7,-2.1,-0.1,3
COc1ccc(CNC(=O)c2ccccc2NS(C)(=O)=O)cc1,1,-6,2,1.6,17,13,-2,nt,-0.4,-10
CCNc1nnc(CSc2nc3ccccc3s2)s1,2,-3,-5,-1.2,-22,3,9,-2.3,-1.8,1
COc1ccc(OC)c(-n2c(SCC(C)=O)nnc2-c2cccc(S(=O)(=O)N(C)C)c2)c1,-3,1,-4,1.1,32,-8,1,nt,-2.1,7
N#Cc1c(C(F)(F)F)cc(-c2ccccc2)[nH]c1=O,-1,-2,-2,0.9,23,+,0,-1.5,-9.9,-206
COCCNC(=O)C1CC(c2cccc([N+](=O)[O-])c2)=NO1 (stereo not drawn),0,-17,0,-0.2,10,0,4,-0.5,-0.2,-12
CC1(C(=O)Nc2ccc3nc[nH]c3c2)CCN1C(=O)Cc1ccc(-c2ccccc2)cc1 (stereo not drawn),nt,nt,-10,nt,nt,0,3,7.3,-7.3,15
CCCC(C)CO (stereo not drawn),4,12,-3,-0.2,nt,-2,6,-0.3,-0.1,-2
O=C(C[C@@H]1C/C=C\C[C@H](Cc2ccc(F)cc2)C(=O)OC[C@H]2CCCN2C1=O)NCCO,10,-2,5,nt,nt,1,5,-0.9,0.0,1
CN(C(=O)COC(=O)Cc1c[nH]c2ccccc12)c1c(N)n(Cc2ccccc2)c(=O)[nH]c1=O,-4,10,-6,1.5,nt,-1,6,0.1,-3.1,3
O=C(c1ccc(S(=O)(=O)N2CCCC2)cc1)N1CCN(Cc2ccc3c(c2)OCO3)CC1,-1,-3,-3,-2.3,15,3,-4,1.1,1.7,10
O=C(O)c1cc([N+](=O)[O-])cc2ccccc12,nt,2,-1,nt,nt,4,17,-0.7,-0.8,-3
CN(C)S(=O)(=O)c1ccc(Cl)c(NC(=O)CNC2(C)CCS(=O)(=O)C2)c1 (stereo not drawn),6,1,4,0.9,nt,0,11,1.0,0.2,15
COc1ccccc1NC(=S)N1CCn2cccc2C1c1cccnc1 (stereo not drawn),-11,-4,-1,-1.3,13,-2,0,nt,-0.8,-9

# A second format for 5 compounds above.
Compound | Rv3671c protease | MazEF act | BoNT F protease | UGM FP inh | DUSP3 inh | FBA Mtb inh | GDH-TPI inh | BioA inh | FadD28 binding | CCHFV vOTU inh
CC1(C(=O)Nc2ccc3nc[nH]c3c2)CCN1C(=O)Cc1ccc(-c2ccccc2)cc1 (stereo not drawn) | nt | nt | -10 | nt | nt | 0 | 3 | 7.3 | -7.3 | 15
O=C(C[C@@H]1C/C=C\C[C@H](Cc2ccc(F)cc2)C(=O)OC[C@H]2CCCN2C1=O)NCCO | 10 | -2 | 5 | nt | nt | 1 | 5 | -0.9 | 0.0 | 1
N#Cc1c(C(F)(F)F)cc(-c2ccccc2)[nH]c1=O | -1 | -2 | -2 | 0.9 | 23 | + | 0 | -1.5 | -9.9 | -206
CN(C(=O)COC(=O)Cc1c[nH]c2ccccc12)c1c(N)n(Cc2ccccc2)c(=O)[nH]c1=O | -4 | 10 | -6 | 1.5 | nt | -1 | 6 | 0.1 | -3.1 | 3
CCCC(C)CO (stereo not drawn) | 4 | 12 | -3 | -0.2 | nt | -2 | 6 | -0.3 | -0.1 | -2

# Returning to the listing, repeating the 2 entries before the break.
SMILES,Rv3671c protease,MazEF act,BoNT F protease,UGM FP inh,DUSP3 inh,FBA Mtb inh,GDH-TPI inh,BioA inh,FadD28 binding,CCHFV vOTU inh
CN(C)S(=O)(=O)c1ccc(Cl)c(NC(=O)CNC2(C)CCS(=O)(=O)C2)c1 (stereo not drawn),6,1,4,0.9,nt,0,11,1.0,0.2,15
COc1ccccc1NC(=S)N1CCn2cccc2C1c1cccnc1 (stereo not drawn),-11,-4,-1,-1.3,13,-2,0,nt,-0.8,-9
C=CCn1c(O)c(C(C)=Nc2ccc(N(C)C)cc2)c(=O)[nH]c1=O,-17,11,-10,-0.3,28,-2,29,0.4,-1.1,23
CC(=O)c1ccccc1NC(=O)COC(=O)CN1C(=O)C2CCCCC2C1=O (stereo not drawn),2,5,-10,-3.7,nt,-2,8,-1.0,-3.3,4
O=Cc1ccccc1OCCCOc1cccc2cccnc12,-4,-15,-46,-3.2,-4,1,-3,14,-4.5,17
COCCNC(=O)CSCc1cc(C)cc(C)c1,1,6,-3,-0.3,24,-2,4,nt,-1.2,4
CCNC(=O)C(=O)Nc1ccc(OC)c(Cl)c1,0,-2,-4,0.4,11,2,0,nt,-0.8,-4
Cc1cccc(C(=O)NNC(=O)c2ccccc2-n2cccc2)c1,4,6,2,0.2,24,0,2,nt,0.5,5
Cc1ccc(S(=O)(=O)N2[C@@H](c3ccc(Cl)cc3)C(C(=O)O)=CC[C@H]2c2ccc(C(C)C)cc2)cc1,-9,-2,4,2.8,nt,-1,10,8.9,-13,27
Cn1c(SCC(=O)Nc2ccc(F)cc2)nc2c([nH]c3ccccc32)c1=O,4,20,-33,3.9,10,1,13,-1.1,-1.4,7
CN(CC(=O)Nc1c(Cl)cccc1Cl)C(=O)CCC(=O)c1ccccc1,nt,-1,nt,nt,nt,0,10,0.2,-0.4,9
O=C(N/N=C1/CC2CCC1C2)c1cc2ccccc2cc1O (stereo not drawn),1,-3,-4,-1.6,19,1,2,-2.1,-3.5,22
COc1ccc(NS(=O)(=O)c2ccc(NC(=O)C3CC3)cc2)cc1,2,10,6,-1.2,10,-1,-8,-0.5,-2.9,6
Cc1ccc(Oc2ncc(-c3ccc(Cl)cc3)cn2)cc1,-2,-2,-12,-4.8,17,1,4,-3.0,-3.1,9
Cc1nc2scc(C)n2c(=O)c1S(=O)(=O)NCc1ccccc1,5,-4,1,3.0,-3,24,38*,-3.8,-1.1,2
COC(=O)c1cc(-c2ccccc2)sc1NC(=O)CN1C(=O)c2ccccc2C1=O,-5,-10,-2,-1.0,32,2,7,1.6,-3.9,-2
CC(=O)c1ccc(S(=O)(=O)N(C)CC(=O)NCc2ccco2)cc1,1,-24,7,-5.2,nt,2,4,-1.4,-0.8,7
CCOC(=O)N1CCN(C(=O)c2ccc(OCC)cc2)CC1,6,-7,1,0.3,15,-2,-1,nt,1.1,18
COC(=O)CN1CCN(C(=O)c2ccco2)CC1,10,-1,-7,-0.3,6,-1,1,0.2,-1.7,-10
COc1ccc(-c2cnc3n2CCCCC3)cc1,2,3,42*,3.6,0,5,-2,1.0,-1.0,-9
COc1ccc(C(=O)COC(=O)CCN2C(=O)C3C4CCC(C4)C3C2=O)cc1 (stereo not drawn),-9,-1,0,2.1,25,2,-2,nt,0.9,-2
COc1ccc(Nc2nc(NCc3ccco3)nc(N/N=C/c3ccccc3F)n2)cc1,-7,1,-7,-1.1,13,1,18,-0.6,0.3,8
COc1ccc(N2CCN(C(CNC(=O)C(C)C)c3ccc4c(c3)OCO4)CC2)cc1 (stereo not drawn),-8,7,-1,0.1,4,2,4,2.0,-2.1,4
O=C(NC1CCS(=O)(=O)C1)c1cc2c(=O)n3ccccc3nc2n1Cc1ccccc1 (stereo not drawn),nt,13,-3,nt,nt,102*,22,2.2,-3.2,-129
CCOC(=O)C1CCN(C(=O)COc2ccc3c(C)cc(=O)oc3c2)CC1,2,-1,-6,0.4,nt,35*,5,nt,-1.8,-22
COC(=O)c1cc(S(=O)(=O)NCc2ccccc2)c[nH]1,-6,6,-4,2.5,13,1,7,1.6,-0.3,-1
CC1CCc2cc(F)ccc2N1C(=O)C1(C)CC1(Cl)Cl (stereo not drawn),3,-6,4,-1.0,-12,2,11,-1.9,0.5,4
CC(C)C(=O)Nc1ccc2c(c1)C(=O)NC2=O,9,-4,2,1.1,23,46*,4,nt,0.9,-44
CCOC(=O)C(CCc1ccccn1)c1ccccc1 (stereo not drawn),nt,4,-8,nt,nt,-2,10,0.3,0.2,16
CC(=O)c1cccc(OCc2cc(C(=O)N(C)CCC3CCOCC3)no2)c1,-8,7,0,-0.9,13,0,10,8.0,-3.4,8
CC(=O)c1ccc(N(C(=O)CNC(=O)c2cccs2)C(C(=O)NCC2CCCO2)c2ccccc2)cc1 (stereo not drawn),-7,6,-5,0.4,22,0,-13,-0.1,-4.0,0
COc1ccc(NC(=O)CN2C(=O)c3ccccc3S2(=O)=O)cc1OC,3,-31,0,-1.3,26,1,5,-0.5,0.4,9

# Compound activity (PubChem BioAssay)
